mABHD4 FP – inhibitors of mouse ABHD4 | Q8VD66 | inhibition, % at 8.92 µM | purified mABHD4, FP-Rh probe fluorescence polarization | 0.54% of 370,000 active | AID 720543;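 active means inhibition exceeding the mean over every tested compound plus 3 SD, cut at about 30% in these data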;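 further: 0% = plate median of compound wells and 100% = S159A mutant with DMSO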
Target sequence (Q8VD66 whole entry, looked up): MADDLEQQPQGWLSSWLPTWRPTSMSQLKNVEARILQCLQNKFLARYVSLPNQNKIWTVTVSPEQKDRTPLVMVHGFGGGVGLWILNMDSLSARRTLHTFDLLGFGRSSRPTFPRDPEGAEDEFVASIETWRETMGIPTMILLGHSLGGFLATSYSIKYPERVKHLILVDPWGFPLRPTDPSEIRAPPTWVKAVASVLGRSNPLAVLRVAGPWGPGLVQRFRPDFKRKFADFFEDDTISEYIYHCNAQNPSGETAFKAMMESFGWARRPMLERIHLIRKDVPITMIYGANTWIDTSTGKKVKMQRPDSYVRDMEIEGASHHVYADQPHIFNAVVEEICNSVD
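assay system = mABHD4 protein | compound dosing = single nominal dose of 8.92 µM, 0.89% DMSO final | read-out basis = percent inhibition of probe binding, normalized to plate controls | schedule = Enzyme–compound pre-incubation 45 min, then probe 60 min, both 25 °C | detection = fluorescence polarization, excitation 525 nm, emission 598 nm, BODIPY TMR filters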
PRMT1 inh – inhibitors of human PRMT1. AID 652257. inhibition, % at 2.79 µM. Q99873. recombinant PRMT1, activity-based probe fluorescence polarization. 1.3% of 370,000 active;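 active means inhibition above about 21% made by adding two undisclosed values, limit read from the data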
UHRF1 MBD2 ctr – UHRF1 methyl-DNA binding inhibition; UHRF1 binding to methylated oligo, TR-FRET; inhibition, % at 4.4 µM; 0.75% of 370,000 active; AID 687016; in the data active means inhibition above about 21%;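 further: UHRF1 SRA domain binding a hemimethylated CpG hairpin DNA probe; 0% = median of test compound wells and 100% = reference inhibitor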
MBD2 inh – inhibitors of human MBD2 binding to methylated oligonucleotide. Q9UBB5. TR-FRET. inhibition, % at 4.4 µM. 0.31% of 370,000 active. AID 686964; in the data active means inhibition above about 13%
PG9 binder – binds the HIV-1 gp120 antibody PG9 | TR-FRET gp120-PG9 antibody binding | inhibition, % at 6.7 µM | 0.43% of 360,000 active; in the data active means inhibition above about 8.5%
rCAG RNA binder – binds r(CAG) RNA repeats; 1.3% of 370,000 active; r(CAG) RNA repeat, TO-PRO-1 dye displacement fluorescence; inhibition, % at 3 µM;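 active means inhibition above the plate cutoff, the mean of all test compounds on that plate plus 3 SD, cut at about 35% in these data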;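 further: 0% = DMSO alone and 100% = 100 µM mitoxantrone as full dye displacement; higher means more dye released from RNA so lower well fluorescence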
Rev-erbA mod – Rev-erb alpha (human) modulation; P20393; Rev-erbα–FITC-DNA binding, fluorescence polarization, 90 min; activity, % at 10 µM; 0.79% of 370,000 active; AID 1259318;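 active means activity above about 14%, limit read from the data; passing the limit was not always enough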;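 further: 0% = DMSO wells with 35 nM protein and 100% = DMSO wells with 750 nM protein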
LEDGF integ inh – blocks HIV-1 LEDGF/p75-dependent DNA integration | 0.64% of 370,000 active | TR-FRET IN-LEDGF/p75 DNA integration, Eu/Cy5 | inhibition, % at 3.7 µM;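 active means inhibition above the screen-wide mean plus 3 SD, cut at about 13% in these data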;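 further: signal is the Cy5 over europium emission ratio at 671 and 618 nm; 0% = plate median of compound wells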
TCR-CD3 inh – inhibitors of human TCR-CD3 interaction; TAMRA-labeled TCR probe fluorescence, biochemical; inhibition, % at 9.4 µM; 0.37% of 360,000 active; AID 651800; in the data active means inhibition above about 19%;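 further: recombinant mutant TCR 2C K166C tagged with TAMRA read by polarization; 0% = receptor in buffer alone and 100% = receptor with positive control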
HTRA1 inh – blocks human HTRA1 serine peptidase | Q92743 | recombinant HTRA1, FP-rhodamine activity-based probe, fluorescence polarization | inhibition, % at 5.96 µM | 0.5% of 340,000 active | AID 504803; in the data active means inhibition above about 36%;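 further: 0% = enzyme with DMSO and 100% = wells lacking enzyme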
Target sequence (Q92743 whole entry, looked up): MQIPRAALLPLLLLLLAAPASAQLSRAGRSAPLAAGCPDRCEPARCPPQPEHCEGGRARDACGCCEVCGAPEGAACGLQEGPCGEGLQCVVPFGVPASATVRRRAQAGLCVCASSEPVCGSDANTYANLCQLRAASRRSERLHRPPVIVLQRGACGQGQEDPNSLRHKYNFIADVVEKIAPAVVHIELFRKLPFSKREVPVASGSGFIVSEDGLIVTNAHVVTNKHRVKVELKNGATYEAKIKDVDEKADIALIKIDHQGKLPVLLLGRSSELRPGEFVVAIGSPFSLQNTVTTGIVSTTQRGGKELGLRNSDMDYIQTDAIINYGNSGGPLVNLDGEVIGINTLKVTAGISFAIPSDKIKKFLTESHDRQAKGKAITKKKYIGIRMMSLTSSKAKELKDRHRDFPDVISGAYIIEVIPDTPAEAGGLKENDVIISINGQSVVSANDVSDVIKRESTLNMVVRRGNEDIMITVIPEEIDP
The depositor's hits bear a star; · = no result given. Only part of the results is shown; rates above refer to the full screens.

SMILES | mABHD4 FP | PRMT1 inh | UHRF1 MBD2 ctr | MBD2 inh | PG9 binder | rCAG RNA binder | Rev-erbA mod | LEDGF integ inh | TCR-CD3 inh | HTRA1 inh
O=c1c(Cc2c(F)cccc2Cl)c(O)ccn1Cc1ccc(F)cc1 | -5 | -2 | -3 | -3 | 0.5 | 0 | · | 1 | -3 | -2
CCS(=O)(=O)N1CCC(C(=O)N2CCN(c3ccccc3)CC2)CC1 | 7 | 0 | 0 | -6 | -1.4 | -2 | -2 | 2 | 6 | -5
O=C(CSc1n[nH]c(=O)n1-c1cccnc1)Nc1ccccc1 | -4 | 1 | 1 | -3 | -1.0 | 1 | 0 | -2 | 5 | 0
O=C1CSC(c2cn(-c3ccccc3)nc2-c2cc3ccccc3oc2=O)N1Cc1ccco1 (stereo unspecified) | -13 | 19 | 5 | 4 | 0.6 | 7 | -4 | 7 | 7 | -93
Cc1cc(C)cc(OC(C)C(=O)Nc2ccccc2C(=O)NCc2cccnc2)c1 (stereo unspecified) | -4 | -3 | 0 | 1 | -0.2 | 7 | 8 | 5 | 8 | -13
CC1CCN(C(=S)NC(=O)c2cccs2)CC1 | -3 | 3 | 0 | 1 | -1.4 | 0 | -2 | 9 | -2 | 1
Cc1cc(C)c(NC(=O)CCCC(=O)O)c(Cl)c1 | -9 | 2 | 6 | 7 | -0.5 | 2 | -4 | 0 | 4 | 1
Cc1ccc(NC(=O)C(C)N2C(=O)c3ccccc3C2=O)nc1 (stereo unspecified) | -6 | 3 | -3 | -5 | -2.4 | -2 | 4 | -1 | 4 | 2
Nc1nc(CSc2ncn[nH]2)nc(Nc2ccc(F)cc2)n1 | -10 | -2 | 2 | -2 | -2.5 | 2 | 7 | 4 | -1 | 2
COCCN(C(=O)COC(=O)CCC1CCCCC1)c1c(N)n(Cc2ccccc2)c(=O)[nH]c1=O | 3 | 3 | 2 | 5 | -0.7 | 0 | -3 | -1 | -3 | 13
CC(C)C(=O)N1CC[C@H]2[C@H](CCCN2Cc2cc(F)cc(F)c2)C1 | -3 | 0 | 0 | -2 | · | -2 | 0 | 1 | · | ·
COc1ccc(-c2nc(-c3ccccn3)nc(N3CCN(C)CC3)c2C#N)cc1 | 1 | -7 | -2 | -3 | -3.3 | -10 | 0 | -2 | -1 | 6
Cc1cc(NC(=O)c2ccco2)c(=O)n(Cc2c(F)cccc2Cl)c1 | 5 | -1 | -2 | -2 | -1.2 | -1 | 0 | -1 | 6 | 5
CNS(=O)(=O)/C=C/c1ccccc1CCNC(=O)OC(C)(C)C | -17 | -4 | 0 | -2 | · | 2 | -3 | 5 | · | ·
COc1cc(C(=O)NC2CCCc3ccccc32)cc(OC)c1OC (stereo unspecified) | -7 | -1 | -1 | 1 | 1.4 | -9 | -2 | 7 | 1 | 0
COc1ccc(Cn2c(=S)[nH]c3cc(C(=O)NCCCN4CCOCC4)ccc3c2=O)cc1 | -26 | -4 | 5 | -1 | -3.5 | 5 | 0 | 1 | -15 | -10
COC(=O)[C@@H]1CCCN1C(=O)CCc1nnc(CCC2CCCCC2)o1 | 1 | 2 | 2 | -5 | -2.7 | -6 | -1 | -4 | -4 | -3
Cc1ccc2nc(/C(C#N)=C/c3ccc(-c4cccc([N+](=O)[O-])c4)o3)[nH]c2c1 | 5 | -3 | 0 | 4 | -2.2 | 10 | -8 | -1 | -5 | -32
Cc1ccc2c(Cl)cc(Cl)c(OCC(=O)N3CCOCC3)c2n1 | 0 | -3 | -1 | -2 | 1.3 | 0 | 5 | -3 | 0 | 4
COc1ccc(S(=O)(=O)N2CCC(C(=O)N[C@H](C(=O)NC3CCCC3)C(C)C)CC2)cc1 | 2 | -3 | -3 | -1 | -1.6 | -2 | 3 | 3 | 13 | 0
Cc1nnc(SCC(=O)Nc2sc3c(c2C#N)CCCCC3)n1N | 6 | 9 | -3 | -5 | 0.6 | 1 | -3 | -2 | 7 | 4
O=C(CCC(=O)N1CCOc2ccc(Cl)cc21)N1CCN(c2ccccn2)CC1 | -1 | -1 | 6 | -3 | 2.0 | 1 | 7 | -4 | -9 | 2
Cc1nc2ccc(F)cc2cc1C(=O)Nc1cccc(Cl)c1C | 3 | -1 | -4 | -6 | -2.8 | 1 | 7 | 4 | 4 | 5
COc1ccc(-c2csc(Nc3cccc(C)n3)n2)cc1 | 2 | 2 | -2 | -9 | -3.8 | 3 | -3 | 7 | -3 | 0
Cc1onc(-c2ccccc2)c1CNS(=O)(=O)c1ccc(F)cc1F | -6 | -4 | -1 | -6 | -0.9 | -1 | -2 | 5 | -4 | 7
COc1cc2c(cc1OC)C(C(=O)NCc1ccco1)C(c1cccs1)N(C)C2=O (stereo unspecified) | -2 | 1 | 2 | 1 | -0.3 | -2 | -1 | -4 | 0 | 1
CN1CCN(S(=O)(=O)c2ccc(NN)nc2)CC1 | 6 | 0 | -3 | -3 | -1.5 | 7 | 6 | -2 | -1 | 8
COc1ccc(OC)c(NC(=O)c2ccc(Cl)cc2)c1 | -2 | 0 | -3 | 0 | -1.0 | -2 | 2 | 2 | 9 | -2
O=C(CSc1ncn[nH]1)Nc1cccc(S(=O)(=O)N2CCCCCC2)c1 | 2 | 0 | 3 | 2 | -0.6 | 3 | 4 | -2 | 0 | -6
COc1ccc(N(CC(=O)N2CCN(C)CC2)S(=O)(=O)c2ccccc2)cc1OC | -9 | -1 | -1 | -4 | -0.8 | 0 | 1 | 1 | 6 | -3
Cc1ccc2oc(C(=O)N(C)Cc3ccc(C)o3)c(C)c2c1 | 0 | 51* | -1 | -3 | -2.6 | 6 | 4 | 1 | -11 | -15
CCn1c(COc2ccc(C)cc2)nnc1SCc1ccc(C#N)cc1 | 5 | 1 | 2 | -5 | -1.4 | -12 | -1 | -4 | 0 | -2
O=C(CCN1C(=O)c2ccccc2C1=O)C1=NN[C@@H]2C(=O)N(c3ccc(F)cc3)C(=O)[C@H]12 | -2 | 0 | 0 | -2 | -2.4 | 1 | 5 | 3 | 9 | 4
CC(C)OC(=O)NCCOC(=O)Nc1cccc(Cl)c1 | -8 | -4 | -1 | -2 | 0.0 | -3 | 4 | -3 | -2 | -12
Cc1nc(-c2ccccc2)sc1C(=O)NS(=O)(=O)c1ccc(CN2CCN(c3ccccc3)CC2)cc1 | -18 | 1 | 4 | -1 | 0.6 | 83* | 4 | 3 | -5 | ·
COc1ccc(CN2C(=O)c3ccccc3C2c2nnnn2C(C)C)cc1 (stereo unspecified) | 4 | 4 | 0 | 1 | -0.3 | -1 | -5 | -2 | -5 | ·

Single values from the list:
Result for COc1ccc(N(CC(=O)N2CCN(C)CC2)S(=O)(=O)c2ccccc2)cc1OC under LEDGF integ inh: 1
Result for O=C(CCN1C(=O)c2ccccc2C1=O)C1=NN[C@@H]2C(=O)N(c3ccc(F)cc3)C(=O)[C@H]12 under HTRA1 inh: 4
Result for CC(C)OC(=O)NCCOC(=O)Nc1cccc(Cl)c1 under MBD2 inh: -2

Additional records:
SMILES | mABHD4 FP | PRMT1 inh | UHRF1 MBD2 ctr | MBD2 inh | PG9 binder | rCAG RNA binder | Rev-erbA mod | LEDGF integ inh | TCR-CD3 inh | HTRA1 inh
CN(C)c1nc(Oc2ccc(C(=O)OCC(=O)Nc3ccccc3)cc2)nc(N(C)C)n1 | -3 | 0 | 4 | 2 | -0.9 | 2 | 4 | 1 | -5 | -8
CCOC(=O)N1CCC(NC(=O)CSc2cc(=O)n(CC)c3ccccc23)CC1 | 5 | 1 | -1 | 4 | -1.8 | -6 | 2 | -4 | -3 | 1
O=C(O)c1cccc(N/N=C(\N=Nc2ccccc2)c2ccccc2)c1 | 72* | 3 | -1 | 3 | -2.5 | 38* | 4 | -3 | 6 | 59*
N#Cc1ccc(C(=O)Nc2cc(S(=O)(=O)N3CCOCC3)ccc2N2CCOCC2)cc1 | 3 | -3 | 0 | 1 | -0.4 | 2 | 1 | 3 | -2 | 5
C=CCn1c(NCc2ccc(OC)cc2)nc2ccccc21 | -1 | 4 | 0 | 0 | 0.7 | 0 | 1 | -1 | 12 | 7
COc1cccc2cc(-c3n[nH]c(=S)n3C)oc12 | -1 | -1 | -4 | -6 | 3.6 | 2 | 2 | -5 | 10 | 4
CCOC(=O)C1CCN(S(=O)(=O)c2cccc(C(=O)Nc3ccccc3)c2)CC1 | -2 | 2 | -2 | 7 | 0.2 | -3 | -8 | -2 | 2 | -16
Cc1onc(-c2ccccc2Cl)c1C(=O)NCc1ccco1 | 6 | 13 | 41* | 26* | 1.1 | 19 | -21 | 44* | 9 | 6
O=C(NCc1ccccc1)Oc1cccc(Cl)c1 | -2 | 1 | 0 | -1 | 0.0 | -1 | -3 | 2 | 5 | 4
Cc1ccc(C(=O)N2CCN(c3ccc(N4CCOCC4)nn3)CC2)cc1C | 5 | -3 | -1 | -4 | -1.6 | -5 | -1 | 2 | -1 | -1
COc1cccc2cc(C(C)N(CCCN3CCOCC3)C(=S)Nc3cc(C)cc(C)c3)oc12 (stereo unspecified) | -5 | 0 | -2 | -1 | -1.4 | -4 | 0 | 9 | 5 | -5
O=C(COC(=O)c1ccc(Br)o1)Nc1ccc(N2CCOCC2)cc1 | 1 | -8 | -1 | 1 | -1.5 | 1 | -3 | 3 | -3 | 2
O=C(Nc1cccc(C(=O)N2CCOCC2)c1)c1ccccc1Cl | -1 | -1 | 2 | 0 | -1.4 | -5 | 2 | -1 | -8 | 8
O=C(CSc1nnc2ccccn12)NCCN1C(=O)CSC1=O | -5 | -1 | 3 | 1 | -0.2 | 3 | 0 | -3 | 5 | 3
Cc1cnc(NC(=O)CSc2nnc(C)n2N)s1 | -5 | 2 | 8 | 4 | 0.7 | -3 | 0 | -5 | -4 | 6
O=C(NC1CCCCC1)C1c2ccccc2OCC(=O)N1CC(F)(F)F (stereo unspecified) | -2 | 1 | -1 | -3 | -0.5 | 2 | 3 | 1 | 7 | ·
O=C(CCN1C(=O)/C(=C\c2ccccc2)SC1=S)Nc1ccc(C(=O)O)cc1 | -35 | 1 | -1 | -2 | -0.9 | 16 | -2 | -4 | 0 | 1
Cc1ccc(NC(=O)Nc2c(C)n(C)n(-c3ccccc3)c2=O)cc1C | -6 | -5 | 3 | 0 | -2.7 | -3 | 1 | 0 | 2 | 1
Cc1ccc(NC(=O)CSc2cn[nH]n2)cc1 | -5 | -2 | 0 | 1 | -1.1 | 3 | 0 | -1 | 5 | 7
Cc1ccc2nc(NCc3ccccc3)c(C#N)cc2c1 | -3 | -3 | -2 | 1 | -0.1 | 0 | -6 | 1 | 5 | -7
CCCc1nc2ccccc2c(=O)n1-c1c(C)n(C)n(-c2ccccc2)c1=O | 3 | -1 | -2 | 2 | 2.5 | 1 | -1 | -4 | 5 | -1
Cc1ccccc1OCC(=O)Nc1cccc(NC(=O)c2ccco2)c1 | -9 | -2 | 0 | 3 | 1.6 | -2 | 8 | -2 | 8 | -20
Cc1noc(C)c1NC(=O)N(C)C[C@H]1Oc2c(NC(=O)Cc3ccccc3)cccc2C(=O)N([C@H](C)CO)C[C@@H]1C | -2 | -1 | 0 | 0 | -0.6 | -2 | -3 | 1 | 2 | 2
CCOc1nc(-c2ccccc2)ccc1-c1noc(COc2ccccc2)n1 | -15 | 2 | -1 | 0 | -0.8 | 7 | 0 | -3 | 0 | -32
O=[N+]([O-])c1ccc2c3n([n+]([O-])c2c1)CCN=C3c1ccc(Cl)cc1 | 8 | 4 | -2 | -4 | 0.1 | 14 | 1 | -2 | -4 | 28

From PubChem
